CCHF vOTU inh: CCHFV vOTU protease inhibitors, primary screen, biochemical, Pep-AMC substrate, fluorescence. Crimean-Congo hemorrhagic fever virus L polyprotein viral ovarian tumor (vOTU) protease …. inhibition, % at 11.5 µM. hit rate 0.55% among 370,000; in the data active means inhibition above about 30%; further: 0% = vehicle wells with enzyme and 100% = no enzyme wells
Rv3671c protease: Rv3671c serine protease inhibitors, primary screen, biochemical, fluorescence polarization, M. tuberculosis H37Rv. P9WHR9. inhibition, % at 5.96 µM. hit rate 0.048% among 320,000. AID 2606, 2010; in the data active means inhibition above about 38%;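 further: extracellular domain of Rv3671c used as enzyme; 0% = enzyme with DMSO and 100% = no enzyme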
Y pestis TopoI: Yersinia pestis topoisomerase I inhibitors, primary screen, biochemical, cleavage product accumulation, plate reader, single point. activity, % at 10 µM. Y. pestis Topo-I cleavage product accumulation. hit rate 0.064% among 360,000; in the data active means activity above about 50%, passing the limit was not always enough; further: inactives centre near 2
MazF activator: activators of E. coli MazEF toxin-antitoxin RNase, primary screen, biochemical, fluorescence, uHTS; Endoribonuclease toxin MazF (Escherichia coli (strain K12)), P0AE70; FAM/BHQ RNA-DNA oligo cleavage fluorescence, 5 h; activation, % at 20 µM; hit rate 0.32% among 350,000; in the data active means activation above about 50%
PrPC surface inh: inhibitors of human cell surface prion protein PrPC, primary screen, cell-based, TR-FRET; hit rate 0.43% among 370,000; AID 720596, 2013; inhibition, % at 13.8 µM; Major prion protein (Homo sapiens), P04156; TR-FRET read-out; in the data active means inhibition above about 24%; further: 0% = median of the test wells and 100% = reference compound wells
BH1578 lux ind: inducers of Vibrio cholerae quorum light production without autoinducers, primary screen, BH1578 luxS cqsA deficient, single point; AID 588436, 2011; V. cholerae BH1578 lux reporter, luminescence, 6 h; activation, % at 18.7 µM; hit rate 0.16% among 350,000; in the data active means activation mostly above about 9.7%, no sharp cut-off; further: not every result past the cut was called active; inactives centre near 0; reference of the scale not given here
TcdB GH inh: TcdB glycohydrolase inhibitors, primary screen, biochemical, single point, plate reader; hit rate 0.24% among 350,000; Toxin B (Clostridioides difficile), P18177; inhibition, % at 9.99 µM; TcdB glycohydrolase enzymatic assay; in the data active means inhibition above about 10%
SSB-PriA inh: inhibitors of Klebsiella pneumoniae PriA binding to SSB C-terminal tail, primary screen, biochemical, AlphaScreen. AlphaScreen SSBct-PriA binding, biotinylated peptide. hit rate 0.6% among 430,000. AID 1272365, 2023. inhibition, % at 33 µM. PriA–SSB C-terminal tail interaction (Klebsiella pneumoniae); in the data active means inhibition mostly above about 37%, no sharp cut-off; inactive means mostly below about 20%;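 further: plate controls were negative control peptide for no effect and reference peptide for full effect; strong numbers were not always called active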
SARS 3CLpro inh: SARS-CoV 3CLpro protease inhibitors, primary screen, biochemical, quenched FRET | Replicase polyprotein 1ab (Severe acute respiratory syndrome coronavirus), P0C6X7 | recombinant SARS-CoV 3CLpro, quenched FRET peptide cleavage | inhibition, % at 6 µM | hit rate 0.14% among 290,000 | AID 1706, 2009; in the data active means inhibition above about 12%
VHR inh abs: VHR1 phosphatase inhibitors, primary screen, biochemical, absorbance, uHTS; Dual specificity protein phosphatase 3 (Homo sapiens), P51452; recombinant VHR phosphatase, pNPP absorbance; inhibition, % at 13.3 µM; hit rate 0.52% among 290,000; AID 1654, 2009; in the data active means inhibition above about 50%; further: some compounds called inactive have numbers as strong as hits
* marks the source's active call; other numbers are inactive results; i = inactive; . = no result given.

SMILES	CCHF vOTU inh	Rv3671c protease	Y pestis TopoI	MazF activator	PrPC surface inh	BH1578 lux ind	TcdB GH inh	SSB-PriA inh	SARS 3CLpro inh	VHR inh abs
Cc1ccc(C2NC(=S)N3C(c4ccc(C)cc4)NC(=S)N23)cc1 (stereo unspecified)	15	.	11	-1	-6	-0.3	7.1	.	.	.
Cc1ccccc1Cn1ccc(NC(=O)c2cc3nc(-c4ccco4)cc(C(F)(F)F)n3n2)n1	-9	-3	8	8	-6	i	.	-13	-2	10
COc1ccccc1N1CCN(/N=C(\C)c2ccccc2O)CC1	-4	0	-5	3	-5	-2.4	1.3	.	6	-10
CCN(C(=O)c1ccc(=O)n(C)n1)c1c(N)n(Cc2ccccc2)c(=O)[nH]c1=O	-4	7	6	9	-2	-2.7	1.7	3	.	.
Cc1cc(C)c(S(=O)(=O)NCc2cn3c(C)csc3n2)cc1C	-4	-4	-11	5	3	0.6	.	-14	7	2
c1cnc(NC2C3CC4CC(C3)CC2C4)nc1 (stereo unspecified)	-9	3	5	-5	6	-0.5	-2.1	-10	3	-8
COc1ccc(-c2noc(CCC(=O)NCc3cc(Br)ccc3OC)n2)cc1	12	-2	27	18	-2	-0.4	.	-15	5	0
O=C(Nc1ccccn1)c1ccc(-c2ccccc2)cc1	8	-4	-9	8	4	-0.6	1.3	-8	-5	-2
CC1=C(C#N)C(NC(=O)c2ccc(C)cc2)(C(F)(F)F)C(=O)N1 (stereo unspecified)	-9	1	3	4	3	i	.	-1	-1	20
CCc1ccc(NC(=S)N2CCCCCCC2)cc1	-15	2	-5	1	0	-0.3	1.0	-5	1	34
COc1ccc(NC(=O)Nc2c(C)n(C)n(-c3ccccc3)c2=O)c(OC)c1	-3	2	9	3	13	i	5.8	0	4	28
O=C(COC(=O)C1=COCCO1)Nc1cccc(Oc2ccccc2)c1	1	-6	4	0	0	-0.6	.	-7	0	6
Cc1cc(C(=O)NNC(=O)/C=C/c2ccco2)c(C)o1	-27	.	5	3	-8	-2.5	2.1	-7	.	.
CC(C)(C)C(=O)CNCC(=O)C(C)(C)C	-9	-2	-5	5	1	-5.6	0.7	-6	3	14
O=C(N/N=C/C=C\c1ccccc1[N+](=O)[O-])c1ccncc1	5	-4	7	11	-18	-0.5	1.0	.	5	-2
COC(=O)c1cc(OC)c(OC)cc1N=CC1=C(O)CC(C)(C)CC1=O	5	7	1	6	-4	0.6	.	-11	3	55*
COc1ccc(OC)c(NC(=O)CN2C(=O)NC(C)(c3ccc4c(c3)OCCO4)C2=O)c1 (stereo unspecified)	-4	-2	1	2	-2	-3.7	2.8	10	.	.
CCC(C)[C@H](NC(=O)NCc1ccccn1)C(=O)OC (stereo partly specified)	-2	-1	5	-10	-3	-0.1	2.0	1	2	17
NCCCC[C@@H]1NC(=O)c2cc([N+](=O)[O-])cc(F)c2NCCCC[C@@H](C(N)=O)NC(=O)[C@H](CCC(N)=O)NC1=O	13	4	-7	11	2	-0.5	1.0	0	-2	8
COc1cc([N+](=O)[O-])ccc1NC(=O)COC(=O)c1n[nH]c2ccccc12	10	-5	4	-2	-11	i	.	-3	-3	0
CCO[C@@H]1OC(C(N)=O)=C[C@H](C(C)(C)C)[C@H]1CCCO	6	5	6	2	-3	-2.9	0.2	-1	.	.
COc1cccc(OCC(=O)NN=C2c3ccccc3-c3ccccc32)c1	-1	-1	1	14	2	i	.	-26	0	14
N#Cc1ccc(NC(=O)CN2C(=O)NC3(CCCCCCC3)C2=O)cc1Cl	19	-16	-15	-1	12	-5.7	0.0	-5	.	.
COc1cc(C[C@@H]2C(=O)OC[C@H]2Cc2ccc(OC)c(OC)c2)ccc1O	1	-1	6	1	3	9.5	-2.3	-23	.	.
COc1cccc(NC(=O)CN(C)C(=O)/C=C/c2ccc3ccccc3n2)c1	-4	-13	8	0	8	i	1.6	1	.	.
(further entries)
SMILES	CCHF vOTU inh	Rv3671c protease	Y pestis TopoI	MazF activator	PrPC surface inh	BH1578 lux ind	TcdB GH inh	SSB-PriA inh	SARS 3CLpro inh	VHR inh abs
C/C(=N\NC(=O)c1cccc(C)c1O)c1ccc(NC(=O)Cc2ccccc2)cc1	7	-7	-12	2	9	-0.9	0.1	.	3	13
O=C(COC(=O)c1cccc(S(=O)(=O)N2CCCCC2)c1)NCc1ccccc1	-5	.	-4	4	6	-1.4	0.1	-37	.	.
O=C(Cc1ccccc1F)Nc1cc(S(=O)(=O)N2CCCCC2)ccc1N1CCOCC1	-3	.	5	3	0	1.6	1.5	.	.	.
COCCCNC(=O)[C@H](CSCc1ccccc1)N1Cc2ccccc2C1=O	-6	2	9	15	2	-0.5	0.5	-5	-2	4
Cc1cc(N=Cc2c(O)ccc3cc(Br)ccc23)no1	-9	-3	-3	2	-9	-0.3	-0.5	-10	4	33
CCC(C(=O)O)n1nnc(-c2ccc(-c3ccc(OC)cc3)cc2)n1 (stereo unspecified)	-4	-17	3	5	9	i	.	-15	4	18
COC(=O)c1cc(NS(=O)(=O)c2ccc(N3CCC(C)CC3)c([N+](=O)[O-])c2)cc(C(=O)OC)c1	34*	-63	3	4	5	-0.6	-12	56*	4	9
Cc1cccc(OCc2nnc(SCC(=O)NC3CCCC3)n2C)c1	-3	-4	1	-3	6	-1.2	0.1	0	-4	3
CS(=O)(=O)NCc1ccc(C(=O)NC2CCCCC2)cc1	.	1	-2	-4	.	1.6	.	-13	-2	-4
COCC(=O)N1CCC(n2nnc3cc(F)ccc32)CC1	-5	-2	-6	1	1	-3.8	.	-9	-6	11
COc1ccc(C2CC(c3cccs3)=NN2C(=O)COC(=O)C2CCCCC2)cc1OC (stereo unspecified)	4	-20	16	-4	-4	i	1.2	14	0	17
CCc1ccc(N2C(=O)C3CCCN3C2=S)cc1 (stereo unspecified)	-14	9	-3	10	3	-0.5	-0.7	-2	-3	44
COCCn1c(=O)[nH]c(=O)c2cc(C(=O)c3cc(OC)ccc3O)cnc21	16	0	5	11	5	i	1.1	12	-4	-7
O=[N+]([O-])c1ccc(O)c(C=Nc2ccc3nc(-c4ccccc4)[nH]c3c2)c1	-189	5	-15	-53	-4	-0.4	-0.2	16	5	-10
CN(C)c1cccc(C(=O)N2CCCC(CCC(=O)NCc3ccccc3F)C2)c1 (stereo unspecified)	-7	8	29	2	2	-0.4	0.0	3	11	-15
C=CCSc1nnc(CNS(=O)(=O)c2ccc(C)cc2)n1C	-7	3	3	-3	8	0.5	3.5	-5	-1	10
COc1cccc(CNC(=O)N[C@@H](CC(C)C)C(=O)O)c1	-10	-3	7	5	-3	3.4	.	-4	-3	-8
CC(C)C(=O)Nc1nc2cc3c(cc2s1)OCCO3	-2	12	-7	3	2	-5.5	1.4	-6	-1	8
O=C(CN1CCN(C/C=C/c2ccccc2)CC1)Nc1ccccc1C(=O)NC1CC1	10	9	11	5	0	-0.6	0.7	6	1	10
COCCNCc1cc(C)n(-c2cc(S(=O)(=O)N3CCOCC3)ccc2N2CCCC2)c1C	-10	.	-3	6	-9	-0.3	0.0	9	.	.
CCn1nc(C)cc1C(=O)OCC(=O)c1ccc(Cl)cc1	0	-6	11	-12	2	-0.2	-0.5	-6	-6	5
O=C(O)C(Cc1cnc[nH]1)NS(=O)(=O)c1ccc(Br)cc1 (stereo unspecified)	0	-2	-2	-1	-3	i	-0.3	-6	1	27
Cc1cc(C)n2nc(C(=O)OCC(=O)N(C)CC(=O)Nc3ccccc3Cl)nc2n1	-7	8	-2	-3	0	i	0.7	-2	.	.
COc1ccc(CCC(C)NCc2cccc(Br)c2)cc1 (stereo unspecified)	-5	10	10	7	-7	-0.6	1.0	-2	1	18
O=C(Nc1cccc(C(F)(F)F)c1)c1csc(COCCO)n1	15	.	6	.	-7	i	0.8	.	.	.
Next structures.
SMILES	CCHF vOTU inh	Rv3671c protease	Y pestis TopoI	MazF activator	PrPC surface inh	BH1578 lux ind	TcdB GH inh	SSB-PriA inh	SARS 3CLpro inh	VHR inh abs
CCOC(=O)Cn1nc(NC(=O)COc2ccc(F)cc2)cc1C	-7	0	0	-2	-5	-0.3	0.8	-20	-3	0
Cc1ccc(CNC(=O)CC2(CC3=NS(=O)(=O)c4ccccc4N3)CCCC2)cc1	6	0	21	12	4	-0.2	0.8	-19	-1	10
O=C(Nc1ccccc1Cl)c1ccc(COc2ccc3c(c2)CCC3)cc1	15	-6	7	-6	-7	-0.1	.	-2	-2	-3
COc1ccc(OC)c(C2C(C(=O)c3cccs3)=C(O)C(=O)N2c2cc(C)on2)c1 (stereo unspecified)	10	3	5	7	-7	-0.2	.	-9	-1	3
COC(=O)Cc1[nH]n(-c2nc3ccccc3s2)c(=O)c1C(C)=Nc1ccc(OC)cc1	0	8	6	-32	33*	-0.5	7.3	0	1	-30
Clc1ncn(C23CC4CC(CC(C4)C2)C3)n1	8	5	-1	6	1	-0.5	.	-12	1	10
O=CC(=Cc1ccccc1)c1ccccc1	3	.	3	-4	-6	i	0.8	.	.	.
O=Cc1s/c(=N\S(=O)(=O)c2ccccc2)n(CCCCl)c1Cl	0	.	7	-30	76*	-1.4	0.6	.	1	18
Cc1nn(CC(=O)N2CCCCC2)c(=O)c2nn(-c3ccccc3)c(C)c12	-4	-8	-11	-9	1	-12	0.0	-15	5	8
CCS(=O)(=O)N1Cc2ccccc2CC1C(=O)Nc1ccc(OC)cc1 (stereo unspecified)	4	0	-1	8	8	.	-0.3	-7	5	10
O=C(Nc1cccc(Cl)c1)c1ccc(Cn2cc(Cl)cn2)cc1	-10	-11	-3	-9	10	i	0.8	-11	2	32
Cc1cc(=O)oc(C)c1C(=O)N1CCN(Cc2ccc3c(c2)OCO3)CC1	15	3	3	9	-2	-0.2	.	-24	0	34
O=C(C[C@H]1C/C=C\C[C@H](NC(=O)OCC2c3ccccc3-c3ccccc32)C(=O)OC[C@H]2CCCN2C1=O)NCCO	-4	-2	14	11	2	i	-0.3	.	.	.
O=C(c1cccc(C(F)(F)F)c1)C1CCCN(C(=O)/C=C/c2cnc[nH]2)C1 (stereo unspecified)	9	.	5	-11	3	i	1.0	0	-3	-2
O=S(=O)(NCc1ccccn1)c1cc(OCC(F)(F)F)ccc1OCC(F)(F)F	-3	5	-10	5	2	-0.6	1.2	-2	1	16
OC(CNCc1ccccc1F)COc1cccc2ccccc12 (stereo unspecified)	15	-3	6	8	0	-0.3	0.6	-1	-1	40
COc1ccc(S(=O)(=O)NCCCCOc2ccc(Cl)cc2)cc1	8	-8	12	-4	12	i	0.3	-2	7	.
CC1CCCN(S(=O)(=O)c2ccc([N+](=O)[O-])cc2)C1 (stereo unspecified)	-5	.	4	-9	-22	-0.4	-0.4	1	-1	-8

Only BH1578 lux ind, PrPC surface inh and CCHF vOTU inh, for some of the entries so far:
| Structure | BH1578 lux ind | PrPC surface inh | CCHF vOTU inh |
| --- | --- | --- | --- |
| O=S(=O)(NCc1ccccn1)c1cc(OCC(F)(F)F)ccc1OCC(F)(F)F | -0.6 | 2 | -3 |
| COc1ccc(OC)c(C2C(C(=O)c3cccs3)=C(O)C(=O)N2c2cc(C)on2)c1 (stereo unspecified) | -0.2 | -7 | 10 |
| CCS(=O)(=O)N1Cc2ccccc2CC1C(=O)Nc1ccc(OC)cc1 (stereo unspecified) | . | 8 | 4 |
| OC(CNCc1ccccc1F)COc1cccc2ccccc12 (stereo unspecified) | -0.3 | 0 | 15 |
| Cc1nn(CC(=O)N2CCCCC2)c(=O)c2nn(-c3ccccc3)c(C)c12 | -12 | 1 | -4 |

Screening results as filed in PubChem BioAssay.

Some of the compounds tested (hit frequency here may not be typical).
